# Screening data (PubChem BioAssay)
# GAA glycogen = alters human alpha-glucosidase cleavage of glycogen; P10253; recombinant GAA, glycogen substrate, Amplex Red glucose oxidase fluorescence; Potency, µM (top dose mostly 76.4 µM), for inactives: at the highest dose activity change, negative = inhibition, most hits filed as inhibitors; actives 0.38% (n = 300,000); AID 2100; active means well fitted inhibition curve with a large enough effect; inconclusive means small, poorly fitted or top-dose-only effect, or another doubt; inactive means no such curve, though single readings can be large or run the other way;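 further: 0% = full enzyme reaction and -100% = no-enzyme basal signal; the screen sought inhibitors and activators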
#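 qHTS, 1536-well; enzyme 4 nM final; cpd up to 77 uM; substrate bovine liver glycogen 30 ug; 50 mM citrate/phosphate pH 5.0, 0.01% Tween-20; 37 C, 40 min; Amplex Red detection 45 min RT; Hill fit → AC50.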
# Active calls of the source: *; ? = inconclusive; [ ] = another dose, or the depositor's remark. Potency means the concentration at half of the fitted maximal effect. An excerpt; count on the stated rates, not on these rows.
No.	SMILES	GAA glycogen
1	Cc1coc2c(C)c3oc(=O)c(CCC(=O)NCCc4ccccc4F)c(C)c3cc12	14%[76.3 µM]
2	CCOc1ccc(CNC(=O)c2sc3nc(C)cc(C)c3c2-n2cccc2)cc1	-7%[76.3 µM]
3	COc1ccc(-n2nc(C(=O)NCC(=O)N3CCCCCC3)c3ccccc3c2=O)cc1	-9%
4	CCCS(=O)(=O)N1CC(=O)N(c2ccccc2C)C(C)(C(=O)NC2CCCC2)C1 (stereo not drawn)	13%[76.3 µM]
5	CCCOc1ccc(-c2nc(N3CCCCC3)c3ccccc3n2)cc1	4%[76.3 µM]
6	COc1cc(NC(=O)CSc2ncnc3sc4c(c23)CCC(C)C4)c(C(=O)O)cc1OC (stereo not drawn)	7%
7	Cc1cccc(NC(=O)CC2C(=O)NCCN2C(=O)Nc2ccc(Cl)cc2)c1 (stereo not drawn)	-7%[76.3 µM]
8	CCOC(=O)C1CCN(C(=O)C2CCN(c3ncnc4c3nc3n4CCCCC3)CC2)CC1	-6%[76.3 µM]
9	CCOc1ccccc1N(C)C(=O)c1cn(C)c(=O)c2ccccc12	0%
10	CCOC(=O)CSc1nnc(-c2ccc(OC)cc2)o1	9%[76.3 µM]
11	CC(NC(=O)CNC(=O)C1CCCCC1)c1cccc(Cl)c1 (stereo not drawn)	-3%[76.3 µM]
12	CCOc1ccccc1CNC(=O)CCCn1ccc2cc(S(=O)(=O)N3CCCC3)ccc21	-10%[76.3 µM]
13	COc1ccc(C(C(=O)NC2CCCC2)N(C(=O)CNC(=O)c2ccco2)c2cccnc2)cc1 (stereo not drawn)	-2%
14	CC(C)(C)NC(=O)Cn1c(SCC(=O)NC2CCCC2)nc2ccccc21	6%[76.3 µM]
15	CCOc1ccc(NC(=O)CSc2nc(N3CCOCC3)nc(N3CCOCC3)n2)cc1	6%[76.3 µM]
16	CCc1ccccc1Nc1sc(C(=O)c2ccccc2)c(N)c1S(=O)(=O)c1ccccc1	-14%[76.3 µM]
17	Cc1ccc(NC(=O)CSCC(=O)Nc2ccc(S(=O)(=O)N3CCOCC3)cc2)cc1	0%[76.3 µM]
18	O=C(Cc1ccc(Cl)cc1)NNC(=O)C1CC=CCC1C(=O)O (stereo not drawn)	-8%[76.3 µM]
19	O=C(Nc1ncc([N+](=O)[O-])s1)c1ccco1	-4%[76.3 µM]
20	COc1ccc2[nH]c(=O)c(CN(C(=O)C(C)C)c3ccccc3OC)cc2c1	15%[76.3 µM]

# 13 entries already listed, sorted by number of heavy atoms, lowest first:
No.	SMILES	GAA glycogen
19	O=C(Nc1ncc([N+](=O)[O-])s1)c1ccco1	-4%[76.3 µM]
10	CCOC(=O)CSc1nnc(-c2ccc(OC)cc2)o1	9%[76.3 µM]
11	CC(NC(=O)CNC(=O)C1CCCCC1)c1cccc(Cl)c1 (stereo not drawn)	-3%[76.3 µM]
18	O=C(Cc1ccc(Cl)cc1)NNC(=O)C1CC=CCC1C(=O)O (stereo not drawn)	-8%[76.3 µM]
9	CCOc1ccccc1N(C)C(=O)c1cn(C)c(=O)c2ccccc12	0%
5	CCCOc1ccc(-c2nc(N3CCCCC3)c3ccccc3n2)cc1	4%[76.3 µM]
14	CC(C)(C)NC(=O)Cn1c(SCC(=O)NC2CCCC2)nc2ccccc21	6%[76.3 µM]
20	COc1ccc2[nH]c(=O)c(CN(C(=O)C(C)C)c3ccccc3OC)cc2c1	15%[76.3 µM]
2	CCOc1ccc(CNC(=O)c2sc3nc(C)cc(C)c3c2-n2cccc2)cc1	-7%[76.3 µM]
1	Cc1coc2c(C)c3oc(=O)c(CCC(=O)NCCc4ccccc4F)c(C)c3cc12	14%[76.3 µM]
3	COc1ccc(-n2nc(C(=O)NCC(=O)N3CCCCCC3)c3ccccc3c2=O)cc1	-9%
8	CCOC(=O)C1CCN(C(=O)C2CCN(c3ncnc4c3nc3n4CCCCC3)CC2)CC1	-6%[76.3 µM]
13	COc1ccc(C(C(=O)NC2CCCC2)N(C(=O)CNC(=O)c2ccco2)c2cccnc2)cc1 (stereo not drawn)	-2%

# Continued.
No.	SMILES	GAA glycogen
21	O=C(Nc1cc(F)ccc1F)C1CCN(C(=O)c2cnn(-c3ccccc3)c2-n2cccc2)CC1	-10%[76.3 µM]
22	CCCCc1ccc(NC(=S)N2CCN(C(=O)OCC)CC2)cc1	-1%[76.3 µM]
23	Cc1ccnc(NC(=O)CNC(=O)c2ccccc2Br)c1	0%[76.3 µM]
24	CC1CC(C)CN(S(=O)(=O)c2ccc3c(c2)CCN3C(=O)CCC(=O)O)C1 (stereo not drawn)	-4%[76.3 µM]
25	CCOc1ccc(NC(=O)c2cn(C3CCCCC3)c(=O)c3c2c2ccccc2n3C)cc1	-3%[76.3 µM]
26	Cc1ccc(NS(=O)(=O)c2ccc3c(c2)NC(=O)CCS3)cc1F	3%[76.3 µM]
27	COc1cccc(NC(=O)c2cccc(C(=O)Nc3cccc(OC)c3)n2)c1	-3%[76.3 µM]
28	Cc1cccc(CN2CCC(n3nccc3NC(=O)c3ccccc3C)CC2)n1	-3%[76.3 µM]
29	COc1cc(N)c(Cl)cc1C(=O)OCC(=O)c1cccs1	5%
30	CCCOc1ccc(-c2nn(-c3ccccc3)cc2C2NC(=O)NC(C)=C2C(=O)OC)cc1C (stereo not drawn)	-1%[76.3 µM]
31	Cc1ccc(CNC(=O)C2CCC(=O)N(CCc3ccccn3)C2)s1 (stereo not drawn)	-3%[76.3 µM]
32	COc1ccc(/C=N\NC(=O)c2ccccc2F)cc1COc1ccc(F)cc1F	-4%[76.3 µM]
33	CCn1cc(CCC(=O)NCc2ccc(F)cc2)c2ccccc21	0%
34	CC(=O)NC(Cc1ccc(F)cc1)C(=O)NC1CCN(S(=O)(=O)c2ccccc2)CC1 (stereo not drawn)	-9%
35	CCC(C)N(C(=O)COC(=O)c1cc([N+](=O)[O-])ccc1N)C1CCS(=O)(=O)C1 (stereo not drawn)	-11%[76.3 µM]
36	O=C(NCc1n[nH]c(=S)n1-c1cccc(Cl)c1)c1ccc(S(=O)(=O)N2CCCCC2)cc1	10%
37	Cc1ccc(C)c(N2CCN(C(=O)C3CCCN(S(=O)(=O)c4ccc5c(c4)oc(=O)n5C)C3)CC2)c1 (stereo not drawn)	-6%[76.3 µM]
38	CCOc1ccccc1NC(=O)c1cc(S(=O)(=O)N2CCN(CC)CC2)ccc1Cl	-4%[76.3 µM]
39	CC(=O)c1ccc(N2CCN(C(=O)c3cc(-c4ccncc4)nc4ccc(Br)cc34)CC2)cc1	-3%[76.3 µM]
40	Nc1c(Cl)ncnc1NCc1ccccc1	20%[76.3 µM]
41	COc1ccc(CN(C)c2ccc(-c3nc(C)no3)cc2[N+](=O)[O-])cc1	-9%[76.3 µM]
42	CCOc1ccc(N(CC(=O)NC2CCCC2)C(=O)CCC(=O)Nc2nc(C)cs2)cc1	-2%[76.3 µM]
43	COc1ccc2c(c1)c(=O)oc1c(C)c(OC(C)C(=O)N[C@@H](Cc3c[nH]c4ccc(O)cc34)C(=O)O)ccc12 (stereo partly drawn)	?
44	CCn1cc(S(=O)(=O)Nc2ncccn2)cn1	-3%[76.3 µM]
45	Nc1nc(NCCO)nc(N2CCCCCC2)c1[N+](=O)[O-]	-1%
46	CN(C)C(CNC(=O)CCC(=O)c1ccc(Br)cc1)c1ccccc1 (stereo not drawn)	-3%
47	CN(C)c1oc(-c2ccc(COc3ccccc3)o2)nc1C#N	-12%[76.3 µM]
48	O=C(Nc1ccccn1)c1ccc(Br)s1	-6%[76.3 µM]
49	COc1ccc(-c2sc(Nc3ccccc3)n[n+]2-c2ccc(F)cc2)cc1Br	-10%[76.3 µM]
50	COc1ccc(-c2cc(C(=O)Nc3cc(OC)c(OC)c(OC)c3)no2)cc1	10%
51	O=C(CCCN1C(=O)c2cccnc2Oc2ccc(Cl)cc21)NCc1ccc(F)cc1	13%[76.3 µM]
52	CC(=O)c1cccc(NC(=O)CN2C=NS(=O)(=O)c3ccc(C)cc32)c1	-4%[76.3 µM]
53	CN1C(=O)C(C)(C)c2cc(S(=O)(=O)NCc3ccc(C(=O)Nc4ccc(Cl)cc4)cc3)ccc21	14%[76.3 µM]
54	c1ccc(-c2cnnn2-c2ccccc2)cc1	15%[76.3 µM]
55	O=C(NCCCN1CCOCC1)c1ccc(/C=C2\Oc3ccccc3N(Cc3ccccc3F)C2=O)cc1	6%[76.3 µM]
56	COc1ccc(NC(=O)c2oc3ccccc3c2C)cn1	-5%[76.3 µM]
57	Cc1cccn2c(=O)c3cc(C(=O)NCCc4ccccc4)c(=N)n(Cc4ccco4)c3nc12	2%
58	COc1ccc(NC(=O)CSc2nncn2C)cc1	6%
59	COc1ccccc1-c1c(C)oc2c(CN3CCCCC3C)c(O)ccc2c1=O (stereo not drawn)	-4%
60	COc1ccc(-c2nc(CSCC(=O)N3CCN(c4ccccc4)CC3)c(C)o2)cc1	13%[76.3 µM]
61	CCOC(=O)N1CCN(c2ncnc3scc(-c4ccccc4)c23)CC1	1%
62	COc1cc(OC)c(Nc2nc3ccc(C(=O)c4ccccc4)cc3n3c(C)nnc23)cc1Cl	-3%[76.3 µM]
63	CC(C)(C)c1ccc(C(=O)Nc2cccc(C(=O)N3CCOCC3)c2)cc1	-3%[76.3 µM]
64	CC(C)Cn1c(/C=C/c2ccc(F)cc2)nc2ccccc21	-3%[76.3 µM]
65	COc1ccc(C2CC(=O)c3cc(-c4nc(-c5cccc(Cl)c5)cs4)c(=O)[nH]c3C2)cc1 (stereo not drawn)	-8%[76.3 µM]
66	Cc1ccc(NC(=O)C2CCCN2S(=O)(=O)c2ccc3nc(-c4ccccc4)[nH]c3c2)cc1F (stereo not drawn)	-10%[76.3 µM]
67	Cc1onc(-c2ccccc2Cl)c1C(=O)Oc1ccc(Br)cc1	12%[76.3 µM]
68	O=C(CCn1c(=O)c2cccn2c2ccc(F)cc21)NCCc1ccccc1Cl	-5%[76.3 µM]
69	O=C(O)c1ccc(CNS(=O)(=O)c2ccc3ccccc3c2)cc1	0%
70	CCN(CC)S(=O)(=O)c1ccc2c(c1)N(CC(=O)NCCCN1CCN(c3cc(Cl)ccc3C)CC1)C(=O)CO2	4%[76.3 µM]
71	CCc1cccc(NC(=O)CCn2c(=O)c3cccn3c3cccnc32)c1	-3%[76.3 µM]
72	O=C(Nc1nncs1)C1CC(=O)N(CCc2ccc(F)cc2)C1 (stereo not drawn)	-7%
73	COc1cccc(-c2cc(C(=O)N3CCN(C(=O)c4ccco4)CC3)on2)c1	-5%[76.3 µM]
74	COc1ccc(NC(=O)CS(=O)(=O)c2ccccc2)cc1	28%[76.3 µM]
75	CCN(CC)CCCNC(=O)CCCn1ncn2c(cc3occc32)c1=O	-10%[76.3 µM]
76	CS(=O)(=O)c1ccc(Cl)c(NC(=O)Cc2ccsc2)c1	1%[76.3 µM]
77	Cc1cccc(N2CCN(Cc3ccc([N+](=O)[O-])o3)CC2)c1C	1%[76.3 µM]
78	CCC(=O)N1CCc2cc(Br)cc(S(=O)(=O)N3CCCC(C(=O)Nc4cc(C)ccc4OC)C3)c21 (stereo not drawn)	12%[76.3 µM]
79	N#C/C(=C\c1ccncc1)c1ccc(NC(N)=O)cc1	1%
80	COc1ccc(CCNC(=O)CCCn2nc(C)n3ccnc3c2=O)cc1OC	13%[76.3 µM]

# (cont.)
No.	SMILES	GAA glycogen
81	COc1ccc(CN2CCCC(C(=O)N3CCCCC3)C2)cc1 (stereo not drawn)	-1%
82	CCCCNC(=O)N1CCCN(c2ccc(C#N)cn2)CC1	-3%
83	O=C(CSc1nc2ccccc2c(=O)n1-c1ccccc1)NCC1CCCO1 (stereo not drawn)	-12%
84	Cc1cc(C)nc(NS(=O)(=O)c2ccc(NC(=O)COc3ccc(Cl)cc3C)cc2)n1	-6%[76.3 µM]
85	CC(=O)Nc1ccc(NC(=O)CCS(=O)(=O)c2ccc3c(c2)oc(=O)n3C)cc1	-12%[76.3 µM]
86	COc1cc(NS(=O)(=O)c2ccc3[nH]c4c(c3c2)CCCC4)cc(OC)c1OC	-13%[76.3 µM]
87	C=CCNC(=O)CN1CCN(C(c2ccccc2)c2ccccc2)CC1	-4%[76.3 µM]
88	O=C(O)c1cc(NC(=O)c2ccccc2F)cc(NC(=O)c2ccccc2F)c1	0%[76.3 µM]
89	CC(=O)c1ccc(N2CCN(C(=O)c3noc4c3CSc3ccccc3-4)CC2)cc1	6%[76.3 µM]
90	COc1ccc(CNC(=O)c2ccc(CNS(=O)(=O)c3ccc(OC)cc3)cc2)cc1	19%[76.3 µM]
91	CC1CCC(=O)N(CCC#N)CC1 (stereo not drawn)	11%[76.3 µM]
92	COc1ccccc1NC(=O)c1cc([N+](=O)[O-])ccc1N1CCOCC1	9%[76.3 µM]
93	Cc1ccc(C2Nc3ccccc3NC3=C2C(=O)CC(C)(C)C3)c(O)c1 (stereo not drawn)	-1%[76.3 µM]
94	Cc1ccccc1-c1nc(-c2ccc(Br)o2)no1	2%
95	COC(=O)C1=CN(c2cccc(Cl)c2)C=C(C(=O)OC)C1c1cccc(OC)c1	-1%[76.3 µM]
96	CCCc1cc(=O)oc2cc(OCC(=O)NCCCN3CCCC3=O)ccc12	-24%[76.3 µM]
97	COc1ccc(C2NC(=O)NC(C)=C2C(=O)OC2CCCC(C)C2)cc1 (stereo not drawn)	-6%[76.3 µM]
98	NC(=NCc1ccco1)NC(=O)c1ccccc1	-5%[76.3 µM]
99	COc1cc(NC(=O)Nc2c(C)n(C)n(-c3ccccc3)c2=O)cc(OC)c1OC	-10%[76.3 µM]
100	O=C(CCC1N=C2c3ccccc3N=C(SCc3ccc(F)cc3)N2C1=O)N1CCN(c2ccccc2)CC1 (stereo not drawn)	-6%[76.3 µM]
101	COc1ccc(CCn2c(O)c(C3=c4ccccc4=NC3=O)sc2=S)cc1OC	3%[76.3 µM]
